Compound activity (PubChem)
rTrxR1 inhibitor = qHTS Assay for Inhibitors of Mammalian Selenoprotein Thioredoxin Reductase 1 (TrxR1): qHTS; Thioredoxin reductase 1, cytoplasmic (Rattus norvegicus), O89049; actives 1% (n = 390,000); recombinant rTrxR1, NADPH fluorescence consumption, selenite substrate; AID 588453, 2011; Potency, µM (highest dose often 114 µM), for inactives: at the highest dose activity change, negative = inhibition, hits mostly inhibitors; further: on the % scale 0 is the no-effect control and ±100 the full control effect; nearly all actives have a fitted effect of over 65% in size
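Rat TrxR1 (90 nM in the dispensed reagent) was pre-reduced with 400 uM NADPH for 5 min at room temperature, then incubated with compound for 15 min. After 400 uM selenite was added, NADPH fluorescence (Ex 340/Em 450 nm) was followed for 8 min.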
Pin1 inh = qHTS Assay to Find Inhibitors of Pin1 | actives 0.009% (n = 390,000) | Pin1 FP peptide displacement, HiFluor488, 10 min | Potency, µM (top dose mostly 115 µM), for the others: top-dose activity, negative = inhibition, most hits filed as inhibitors | AID 504891, 2011; active means well fitted inhibition curve with a large enough effect in the polarisation, with a control signal flat, not every such curve was filed as active; inconclusive means small, poorly fitted or top-dose-only effect, or effect the other way, or a change in a side signal; inactive means no such curve, though single readings can be large or run the other way; the % refers to the polarisation; further: on the % scale 0 is the no-effect control and ±100 the full control effect
Target sequence (Q13526 whole entry, looked up): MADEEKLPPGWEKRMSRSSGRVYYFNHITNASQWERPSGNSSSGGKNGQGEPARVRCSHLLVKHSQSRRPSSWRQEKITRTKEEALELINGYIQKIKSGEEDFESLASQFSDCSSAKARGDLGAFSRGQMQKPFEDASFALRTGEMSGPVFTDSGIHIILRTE
Tb PGK inh = qHTS Assay to Find Inhibitors of Phosphoglycerate Kinase | PGK/GAPDH coupled, Kinase-Glo luminescence, 60 min | Potency, µM (series often up to 57.5 µM), for inactives: top-dose activity change, negative = inhibition, most hits filed as inhibitors | actives 0.043% (n = 380,000); further: on the % scale 0 is the no-effect control and ±100 the full control effect; nearly all actives have a fitted effect of over 60% in size
Target sequence (P07378 whole entry, looked up): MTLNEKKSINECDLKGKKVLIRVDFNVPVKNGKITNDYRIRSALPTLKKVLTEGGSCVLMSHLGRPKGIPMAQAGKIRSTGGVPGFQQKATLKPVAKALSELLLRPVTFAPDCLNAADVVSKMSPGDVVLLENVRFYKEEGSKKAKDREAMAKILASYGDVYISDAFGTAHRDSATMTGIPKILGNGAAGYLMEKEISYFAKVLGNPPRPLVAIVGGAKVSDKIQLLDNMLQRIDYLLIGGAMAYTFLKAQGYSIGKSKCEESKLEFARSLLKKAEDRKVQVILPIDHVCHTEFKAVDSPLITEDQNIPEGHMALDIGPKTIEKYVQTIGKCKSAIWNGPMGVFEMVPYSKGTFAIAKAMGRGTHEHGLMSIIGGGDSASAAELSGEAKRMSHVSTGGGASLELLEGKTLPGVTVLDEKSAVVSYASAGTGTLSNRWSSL
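Recombinant glycosomal PGK reaction used 1,3-bisphosphoglycerate generated in-well by GAPDH (100nM final) in 100mM TEA pH 7.6, 5mM MgCl2, 0.01% Tween-20. After 60 minutes at room temperature, ATP was read by Kinase-Glo Plus luminescence end-point.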
HP1b chromo inh = HTS for Inhibitors of HP1-beta Chromodomain Interactions with Methylated Histone Tails | actives 0.56% (n = 390,000) | AlphaScreen HP1-beta / biotin-H3K9me3 peptide binding | Potency, µM (top dose mostly 114 µM), for inactives: at the top dose activity change, negative = inhibition, most hits filed as inhibitors; further: nearly all actives have a fitted effect of over 70% in size; inactives centre near 23
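HP1-beta protein (50 nM final) preincubated 30 min at room temperature with biotinylated H3(1-18)K9me3 peptide (50 nM) in PBS pH 7.4, 0.01% Tween-20, then compound added for 30 min. AlphaScreen streptavidin donor/nickel chelate acceptor beads (10 ug/mL final), 30 min dark, luminescence read.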
JMJD2A Tudor = qHTS Assay for Inhibitors of JMJD2A-Tudor Domain. AlphaScreen JMJD2A-Tudor / H3K4me3 peptide binding. AID 504339, 2011. actives 4.4% (n = 390,000). Lysine-specific demethylase 4A (Homo sapiens), O75164. Potency, µM (series often up to 114 µM), inactives show at the highest dose activity change, negative = inhibition, hits mostly inhibitors; further: on the % scale 0 is the no-effect control and ±100 the full control effect; nearly all actives have a fitted effect of over 50% in size
RGS4 inh = Inhibitors of Regulator of G Protein Signaling (RGS) 4: qHTS; Regulator of G-protein signaling 4 (Homo sapiens), P49798; Transcreener GDP fluorescence polarization, RGS4-accelerated GTP hydrolysis; AID 504845, 2011; actives 0.039% (n = 390,000); Potency, µM (highest dose often 114 µM), inactives show at the highest dose activity change, negative = inhibition, most hits filed as inhibitors; further: on the % scale 0 is the no-effect control and ±100 the full control effect; nearly all actives have a fitted effect of over 75% in size; some results filed as inactive show a strong effect at the top dose
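MLSMR compounds (23 nl, pin-transferred) preincubated 10 min at room temperature with a 500nM (2x) first reagent, then RGS4 at 900nM (2x) plus Transcreener GDP mix added; fluorescence polarization (620/688 nm) read before and after 90 min at 30 °C.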
ERG-DNA inh = qHTS for Small Molecule Inhibitors of the ERG Ets/DNA interaction; Transcriptional regulator ERG (Homo sapiens), P11308; fluorescence polarization, His-ERG Ets domain / labelled DNA; Potency, µM (titrated, usually from 76.9 µM), for the others: at the highest dose FP activity, negative = inhibition, hits mostly inhibitors; actives 0.028% (n = 370,000); active means well fitted inhibition curve with a large enough effect in the polarisation, with a control signal flat; inconclusive means small, poorly fitted or top-dose-only effect, or effect the other way, or a change in a side signal; inactive means no such curve, though single readings can be large or run the other way; the % refers to the polarisation;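 further: polarization taken with two DNA probes labelled with fluorescein and Texas red; % of control where 0% means no effect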
Target sequence (P11308 whole entry, looked up, the tested form may be a part): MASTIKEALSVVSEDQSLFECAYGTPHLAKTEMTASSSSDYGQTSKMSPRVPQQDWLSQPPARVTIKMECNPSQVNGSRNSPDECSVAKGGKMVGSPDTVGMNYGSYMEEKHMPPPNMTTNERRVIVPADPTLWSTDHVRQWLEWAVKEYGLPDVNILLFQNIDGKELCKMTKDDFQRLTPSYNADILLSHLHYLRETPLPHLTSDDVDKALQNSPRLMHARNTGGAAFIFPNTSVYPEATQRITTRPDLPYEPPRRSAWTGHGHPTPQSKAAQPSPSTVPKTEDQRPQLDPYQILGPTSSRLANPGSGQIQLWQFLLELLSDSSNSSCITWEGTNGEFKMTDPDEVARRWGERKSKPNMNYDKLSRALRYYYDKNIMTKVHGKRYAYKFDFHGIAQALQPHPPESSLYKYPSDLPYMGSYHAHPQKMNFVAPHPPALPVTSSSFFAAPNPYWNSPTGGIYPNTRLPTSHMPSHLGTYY
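His-tagged ERG Ets domain (1 uM in the protein solution; 300mM KCl, 50mM Tris-HCl, 1mM EDTA, 1mM DTT, pH 7.5) received compound, then a probe mix of 5 nM fluorescein-DNA and 100nM Texas-615-DNA. Fluorescence polarization was read for both dyes.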
ALOX12 inh = Primary qHTS assay for inhibitors of human arachidonate 12S-lipoxygenase (ALOX12): Round 2; Polyunsaturated fatty acid lipoxygenase ALOX12 (Homo sapiens), P18054; actives 1.1% (n = 580,000); Potency, µM (titrated, usually from 108 µM), for inactives: at the highest dose activity change, negative = inhibition, most hits filed as inhibitors; purified 12hLO, xylenol orange hydroperoxide absorbance; further: on the % scale 0 is the no-effect control and ±100 the full control effect
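Hydroperoxide product was detected by ferrous iron/xylenol orange as the 573 to 405 nm absorbance ratio. Arachidonic acid at 40 uM (final) was turned over for 30 min at room temperature by 150 nM human 12hLO, pH 7.0 Hepes buffer, after 15 min compound preincubation.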
GLS inh = qHTS for Inhibitors of Glutaminase (GLS). Glutaminase kidney isoform, mitochondrial (Homo sapiens), O94925. GLS enzymatic activity, qHTS titration. Potency, µM (series often up to 45.5 µM), inactives show at the highest dose activity change, negative = inhibition, usual class: inhibitors. actives 0.21% (n = 410,000). AID 624170, 2012; further: on the % scale 0 is the no-effect control and ±100 the full control effect
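hKGA in 45 mM KH2PO4 pH 8.2, 0.02% Tween-20 with pin-transferred compounds; 1 mM L-glutamine (stock) plus glutamate oxidase/HRP/Amplex Red coupling added. Fluorescence read initially and after 30 min at RT.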
An asterisk follows results filed as active; i = inactive; ? = inconclusive; / = no result given; & = joins results of further samples; [ ] = another dose, or the depositor's remark. Unless noted, the call rests on the fitted dose curve; in most records, active means well fitted curve in the direction sought with a large enough effect; inconclusive means small, poorly fitted or top-dose-only effect, or another doubt; inactive means no such curve, though single readings can be large; an effect the other way counts as inactive or inconclusive. Potency means the concentration at half of the fitted maximal effect. These rows are one share of the data; rates above refer to the full screens.

Molecule | rTrxR1 inhibitor | Pin1 inh | Tb PGK inh | HP1b chromo inh | JMJD2A Tudor | RGS4 inh | ERG-DNA inh | ALOX12 inh | GLS inh
O=c1[nH]c(=S)n(Cc2ccco2)c(O)c1C=NCc1cccs1 | ? | ? | -3.2% | ? | ? | ? | 5.4% | -2.0%[57.4 µM] | 14.8%
Cc1ccccc1-n1nc(C)c2c1NC(=O)CSC2c1ccc(Cl)cc1 (stereo not given) | 9.6% | 1.3% | / | -10.1% | -30.5% | -1.7% | -5.3% | ? | 14.9%
CC(=NCCCN1CCOCC1)c1c(O)n(-c2ccccc2C)c(=O)[nH]c1=O | -29.8% | 0.0% | 0.0% | 35.3% | 2.2% | 8.9% | -3.2% | -19.0% | 2.1%
O=C(O)CN1C(=O)CN=C(c2ccccn2)c2cc(Cl)ccc21 | 8.9% | 1.6% | i | 48.9%[activator] | 25.1µM* | -22.9% | -8.6% | -3.1% | -0.9%
CCOc1ccc(N2CC(c3nc4ccccc4n3CCC3CCCCC3)CC2=O)cc1 (stereo not given) | 23.5% | ? | 7.1% | 25.8% | -19.4% | -28.9% | 3.8% | 2.1% | -1.0%
CCOc1ccccc1CN1C2CCC1CC(c1ccc(C)cc1)C2 (stereo not given) | 28.4% | -0.2% | i | 70.2%[activator] | -2.6% | -21.6% | 5.5% | -29.4% | -4.5%
CCOC(=O)CC1c2ccccc2-n2nncc2CN1C (stereo not given) | -2.2% | 0.9% | i | 43.5%[activator] | 3.4% | 0.6% | -18.6% | 0.4% | 3.1%
COc1ccc(C(CC(=O)N2CCC3(CC2)OCCO3)NS(=O)(=O)c2ccc(C)cc2)cc1 (stereo not given) | 14.2% | -4.8% | -0.7% | 16.9% | -9.3% | 7.5% | -7.5% | 81.9%[activator] | 7.0%
O=C(CCCN1CCC2(CC1)C(=O)NCN2c1ccccc1)c1ccc(F)cc1 | 19.9%[57.1 µM] | 4.5% | -3.7% | 6.9% | -31.0% | 19.5%[56.9 µM] | -2.9% | ? | 3.0%&-19.6%
O=C(COC(=O)Cc1ccccc1)NC(=O)NC1CCCCC1 | 2.8% | 0.8% | -2.3% | 31.1% | -13.8% | 19.2% | 4.6% | -5.7% | 0.8%
O=C(Cc1ccccc1)OCc1ccccc1 | 12.6% | 1.3% | 3.9% | 147.0%[activator] | 91.7%[activator] | 23.8% | -4.9% | 8.7% | -1.8%
Oc1ccc(Cl)cc1 | 6.0% | -11.5% | 4.2% | 20.3% | -12.9% | -2.1% | 12.1% | 25.9% | 26.6%&-14.6%
O=[N+]([O-])c1ccc(O)c([N+](=O)[O-])c1 | -13.9% | -10.5% | -7.4% | 17.6% | ? | -11.0% | -9.9% | -25.2% | -7.2%
COc1cc(OC)cc(-n2nc(C(=O)N3CCC4(CC3)OCCO4)c3ccccc3c2=O)c1 | 23.1%[57.1 µM] | -0.4% | -4.4% | 10.3% | 6.2% | -17.6% | 4.1% | 0.0% | 15.8%
Cn1c(O)c(C(c2ccccn2)c2c(O)n(C)c(=S)n(C)c2=O)c(=O)n(C)c1=S | -28.3% | 1.0% | 5.0% | 6.5% | 3.98µM* | -16.4% | -2.1% | 9.7% | -3.7%
NC(=O)c1cccn(Cc2ccc(C(F)(F)F)cc2)c1=O | 11.3%[57.1 µM] | 7.8% | -3.6% | 61.9%[activator] | -14.3%[11.4 µM] | -25.0% | 4.4% | -13.7% | 0.0%
COc1ccc(NC(=O)N2CCC3(CC2)OCCO3)cc1OC | -5.1%[57.1 µM] | 2.5% | 1.1% | 19.5% | -5.2% | 13.0% | -3.5% | 10.2% | -1.7%
CCC(C)n1c(O)c(C(c2ccccn2)c2c(O)n(C(C)CC)c(=S)[nH]c2=O)c(=O)[nH]c1=S (stereo not given) | -15.9% | -1.1% | / | 29.3% | ? | -48.6% | / | ? | ?
CN1C(=O)CCC2(C)C1=CCC1C2CCC2(C)C1CCC2(C)O (stereo not given) | -10.5% | -8.4% | -6.3% | 31.7% | -11.0% | -8.2% | -9.4% | -7.9% | -3.3%
O=C1CN=C(c2ccc(Cl)cc2)c2oc3ccccc3c2N1 | -22.4% | 21.4% | 7.3% | 26.1% | -7.0% | -5.3% | -12.4% | 0.0% | 19.4%
Cc1nc2ccc(Cl)cc2c(=O)n1-c1ccccc1Cl | 2.6%[57.1 µM] | -12.3% | -9.0% | 18.6% | -6.2% | -8.2% | 0.2% | 0.0% | -1.7%
O=C(COc1ccc2ccc(=O)oc2c1)N1C[C@H]2C[C@@H](C1)c1cccc(=O)n1C2 | 8.2% | -3.1% | -0.2% | 23.3% | -21.1% | -7.6% | -3.7% | 18.4% | 0.7%
O=P(O)(O)CN1CCNCCN(CP(=O)(O)O)CCNCC1 | 2.1% | -0.7% | -8.4% | 60.4%[activator] | -0.7% | -27.8% | / | -5.3% | -10.2%
C[n+]1ccc(-c2ccccc2)c2ccccc21 | 11.7%[57.1 µM] | 7.5% | -3.7% | 29.1% | -30.1% | 6.9% | -3.9% | -8.5% | -1.0%
Cc1ccc(N2C(=O)NC(=O)/C(=C\c3cnc(-c4ccccc4)nc3)C2=O)cc1 | 3.55µM* | ? | -2.1% | -19.1% | ? | ? | -3.6% | ? | 2.7%
O=C(COc1ccc(Br)cc1)N1CCN(C2CCCC2)CC1 | 0.8%[57.1 µM] | 0.7% | 6.7% | 29.0% | -7.8% | -33.6% | -3.4% | 0.0% | 15.6%
Cc1c(C)c2ccc(OCC(=O)N3CCC(C(=O)O)(c4ccccc4)CC3)c(C)c2oc1=O | -6.9% | ? | i | 25.6% | -12.2% | 13.4% | -1.2% | -9.5% | 1.3%
CNC(=O)ON(C(=O)NC)C1N(C)C(=S)SC1(C)C (stereo not given) | -14.0% | -2.1% | -2.9% | 67.6% | 2.2% | -13.9% | 0.3% | -2.9% | 1.0%
C[C@]12CCC3[C@@H](CCC4=CC(=O)CC[C@@]43CO)C1CCC2=O (stereo not given in full) | 13.4% | 7.0% | / | 68.7%[activator] | -0.7% | 12.9% | -5.3% | 0.0% | -3.4%
COC(=O)C(O)(c1c(C)[nH]c2ccccc12)C(F)(F)F (stereo not given) | 4.8%[57.1 µM] | 1.9% | -7.4% | 26.4% | -4.9% | 20.5% | -17.1% | -14.7% | -1.1%
Cc1ccc(-c2csc(NC(CO)c3nc4ccccc4n3CCOCCO)n2)cc1 (stereo not given) | 5.9% | 5.4% | -1.4% | -4.4% | ? | -30.5% | -2.9% | -1.2% | 8.5%
Clc1ccc(COC(Cn2ccnc2)c2ccc(Cl)cc2Cl)cc1 (stereo not given) | ? | 8.4% | -3.6% | -20.2% | ? | 6.1% | -11.1% | ? | -2.5%&3.1%
CCOc1ccc(S(=O)(=O)NCc2ccc3c(c2)OCO3)cc1C | -2.0% | 1.2% | 5.8% | 64.4%[activator] | 1.6% | 1.0% | -0.4% | 1.2% | -1.9%
Cc1ccc(Cn2cc(C=O)c(-c3ccc(C)cc3)n2)cc1 | -4.5% | 7.7% | 5.8% | 153.1%[activator] | 58.5%[activator] | -5.6% | 2.6% | ? | 8.6%
CC(C)CCn1c(=O)c(C(=O)Nc2ccccc2S(N)(=O)=O)c(O)c2ccccc21 | -15.1% | 28.9% | -9.9% | 39.9%[activator] | -4.9% | -34.1% | -18.6% | -21.1% | -2.2%
N/C(=N\[N+](=O)[O-])NCCCC(NC(=O)CNC(=O)c1ccccc1)C(=O)O (stereo not given) | 18.4%[57.1 µM] | 0.3% | 7.1% | -1.5% | ? | -51.9% | 3.2% | ? | 9.9%
CC(=NCc1cccnc1)c1c(O)n(-c2ccc(C)cc2)c(=O)[nH]c1=O | 11.2% | 1.3% | -2.1% | 23.2% | 0.7% | 0.8% | -1.8% | 0.0% | -0.1%
COc1ccccc1N=c1scc(-c2ccc(S(=O)(=O)N3CCCC3)cc2)n1C | 1.7% | 3.0% | 0.6% | ? | ? | 12.4% | -1.8% | -20.2% | 1.8%
Cc1cc(C(=O)C[N+]23CCN(CC2)CC3)c(C)n1-c1ccc(Br)cc1 | 19.3%[57.1 µM] | 0.2% | -3.6% | 4.2% | -19.2% | -19.9% | -1.5% | -6.0% | -6.2%
COc1ccc2nc(NC(=O)c3nc(S(=O)(=O)Cc4cccc(C)c4)ncc3Cl)sc2c1 | -19.3% | ? | -5.8% | 40.8%[activator] | -17.0% | ? | 5.2% | 3.8% | 0.4%
CCCCn1nc(C)c(C(=O)O)c1Cl | -4.5% | -1.8% | i | 21.2% | -10.2% | 5.9% | 8.1% | 2.0% | -4.3%
